From PubChem BioAssay
aGal spleen mod – inhibitors or activators of human alpha-galactosidase in spleen homogenate | P06280 | human spleen homogenate, 4MU-alpha-Gal fluorescence, 40 min | Potency, µM (highest dose often 80 µM), inactives show at the highest dose activity change, negative = inhibition, most hits filed as inhibitors | 0.008% of 240,000 active | AID 2107;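 further: potency means the concentration at half of the fitted maximal effect; 0% = enzyme with vehicle and -100% = no enzyme basal signal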
Target sequence (P06280 32-429 limits assumed): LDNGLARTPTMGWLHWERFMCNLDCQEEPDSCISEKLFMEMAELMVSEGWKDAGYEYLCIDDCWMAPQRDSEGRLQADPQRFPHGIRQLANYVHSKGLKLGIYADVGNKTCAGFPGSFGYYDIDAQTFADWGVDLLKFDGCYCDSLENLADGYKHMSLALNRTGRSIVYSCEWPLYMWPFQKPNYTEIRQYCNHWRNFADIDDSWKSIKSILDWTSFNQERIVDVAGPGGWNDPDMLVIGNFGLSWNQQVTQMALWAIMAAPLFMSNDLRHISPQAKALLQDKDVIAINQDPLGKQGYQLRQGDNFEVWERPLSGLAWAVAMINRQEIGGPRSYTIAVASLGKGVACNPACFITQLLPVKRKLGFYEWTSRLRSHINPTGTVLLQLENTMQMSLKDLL
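Human spleen homogenate (1 ug) was the enzyme source, with 4-methylumbelliferyl-alpha-D-galactopyranoside (1 mM final) in pH 5.0 citrate buffer with 0.01% Tween-20. Compounds were titrated; after 40 min at 37C, NaOH/glycine stop, 4-MU fluorescence read; AC50 from Hill fits.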
CBFb-RUNX1 inh – inhibitors of human CBF-beta and RUNX1 interaction | AlphaScreen CBFb-His/RUNX1-biotin binding, biochemical | AID 1477 | 230,000 tested, under 10 active | Potency, µM (doses to about 59.8 µM), for the others: at the highest dose activity, negative = inhibition, hits mostly inhibitors | Q01196+Q13951; further: % of control where 0% means no effect
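His-tagged CBF-beta and biotinylated RUNX1 (30 nM each) were premixed 20 min at room temperature, exposed to compound for 15 min, then given nickel-chelate and streptavidin AlphaScreen beads (50 ng each). After 90 min, AlphaScreen signal was read.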
Tau fluor counter – counter-screen for tau fibril formation inhibitors | Potency, µM (doses to about 57.7 µM), for inactives: at the highest dose activity change, negative = decrease | tau K18 P301L (four-repeat tau fragment) Alexa594 fluorescence, heparin fibrillization | 0.93% of 280,000 active; further: potency means the concentration at half of the fitted maximal effect; on the % scale 0 is the no-effect control and ±100 the full control effect; nearly all actives have a fitted effect of over 55% in size
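Human K18 P301L tau (15 uM unlabeled plus 0.24 uM Alexa 594-labeled, final) in 100 mM sodium acetate pH 7 was mixed with compound and 20 uM heparin and incubated 6 hr at 37 C.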
NPSR antag – neuropeptide S receptor (human) antagonism, cAMP; Q6W5P4; CHO-NPSR cells, cAMP TR-FRET, antagonist mode; Potency, µM (doses to about 38.3 µM), for inactives: at the highest dose activity change, negative = inhibition, most hits filed as inhibitors; 1% of 220,000 active; further: potency means the concentration at half of the fitted maximal effect; on the % scale 0 is the no-effect control and ±100 the full control effect; nearly all actives have a fitted effect of over 50% in size; many of its hits are not listed in these tables
Epigenetic derep – derepresses silenced GFP reporter in murine cells; murine LDR cells, GFP reporter derepression, 30 h; 0.2% of 280,000 active; Potency, µM (top dose mostly 53.9 µM), for the others: at the top dose GFP activation, most hits filed as activators; AID 1865; further: potency means the concentration at half of the fitted maximal effect; % of control where 0% means no effect; nearly all actives have a fitted effect of over 60% in size
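In this reporter-derepression format, murine cells bearing a silenced integrated CMV-GFP locus incubate with test compound (30 h, 37 C), then are washed and imaged; fluorescent objects of 20–120 um count as induced cells.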
Tau FP inhib – tau fibrillization inhibition (FP). P10636. K18 P301L tau heparin fibrillization, Alexa594 FP, 6 h. Potency, µM (highest dose often 57.7 µM), inactives show at the highest dose activity, negative = inhibition, hits mostly inhibitors. 0.39% of 280,000 active. AID 1468; further: potency means the concentration at half of the fitted maximal effect; on the % scale 0 is the no-effect control and ±100 the full control effect; nearly all actives have a fitted effect of over 55% in size
Target sequence (P10636 561-689 P618L limits assumed): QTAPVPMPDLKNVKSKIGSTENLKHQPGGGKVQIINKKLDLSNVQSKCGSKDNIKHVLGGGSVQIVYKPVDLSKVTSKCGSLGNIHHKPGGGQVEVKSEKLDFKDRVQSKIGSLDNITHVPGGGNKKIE
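Read-out: fluorescence polarization of Alexa 594-labeled tau (0.24 uM), 555 nm excitation, 632 nm emission. Mixtures held 15 uM unlabeled K18 P301L, compound and 20 uM heparin, pH 7 acetate buffer, incubated 6 hr at 37 C.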
TR SRC2 fluor cs – counter-screen for TRb-SRC2 inhibitors: fluorescence interference | TRb/SRC2 Texas Red total fluorescence interference | Potency, µM (highest dose often 106 µM), for the others: at the highest dose fluorescence change, negative = quenching | 0.29% of 280,000 active; active means well fitted curve in either direction with a large enough effect; inconclusive means small, poorly fitted or top-dose-only effect; further: potency means the concentration at half of the fitted maximal effect; on the % scale 0 is the no-effect control and ±100 the full control effect
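Flags fluorescent or light-absorbing compounds by total fluorescence, S + 2P, at 555 nm excitation and 632 nm emission. Mixture: 20 nM Texas Red SRC2 peptide, 0.6 uM human TRb LBD, 1 uM T3, 5% DMSO; compound exposure 5 h at ambient temperature.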
TRb-SRC2 inh – inhibitors of human thyroid hormone receptor beta-SRC2 interaction; TRbeta-SRC2 peptide binding, fluorescence polarization; receptor liganded with 1 µM T3; Potency, µM (doses to about 106 µM), inactives show at the top dose activity change, negative = inhibition, actives largely listed as inhibitors; 0.065% of 280,000 active; AID 1469;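 further: potency means the concentration at half of the fitted maximal effect; plate controls were bound peptide for no effect and peptide without receptor for full effect; nearly all actives have a fitted effect of over 50% in size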
Target sequence (P10828 whole entry, looked up): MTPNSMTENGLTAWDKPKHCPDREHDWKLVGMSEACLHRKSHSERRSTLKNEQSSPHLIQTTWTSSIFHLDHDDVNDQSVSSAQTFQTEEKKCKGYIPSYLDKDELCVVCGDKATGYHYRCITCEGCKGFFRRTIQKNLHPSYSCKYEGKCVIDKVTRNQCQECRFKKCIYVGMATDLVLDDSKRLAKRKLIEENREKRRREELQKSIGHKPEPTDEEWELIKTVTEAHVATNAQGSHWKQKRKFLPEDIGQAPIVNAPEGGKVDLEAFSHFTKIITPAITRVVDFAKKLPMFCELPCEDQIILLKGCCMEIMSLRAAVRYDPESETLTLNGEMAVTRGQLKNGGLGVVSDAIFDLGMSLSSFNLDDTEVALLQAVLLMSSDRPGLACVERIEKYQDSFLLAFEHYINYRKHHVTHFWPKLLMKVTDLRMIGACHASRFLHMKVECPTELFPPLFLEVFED
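A fluorescence polarization screen tested compounds at multiple concentrations against complex formation between 0.6 uM TRb ligand-binding domain and 20 nM Texas Red SRC2 peptide, with 1 uM T3 present; readout after 5 hr.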
The depositor's hits bear a star; ? = inconclusive; . = not tested or not shown; [ ] = another dose, or the depositor's remark. Unless noted, the call rests on the fitted dose curve; in most records, active means well fitted curve in the direction sought with a large enough effect; inconclusive means small, poorly fitted or top-dose-only effect, or another doubt; inactive means no such curve, though single readings can be large; an effect the other way counts as inactive or inconclusive.

SMILES	aGal spleen mod	CBFb-RUNX1 inh	Tau fluor counter	NPSR antag	Epigenetic derep	Tau FP inhib	TR SRC2 fluor cs	TRb-SRC2 inh
COC(=O)CCC(=O)Nc1sc2c(c1C#N)CCCC2	0%	2%	-5%	15%[46.1 µM]	-3.2%	3%	1%	9%
COc1cc(S(=O)(=O)N2CCOCC2)ccc1NC(=O)COC(=O)CC12CC3CC(CC(C3)C1)C2	-4%	-1%	-20%	-21%[46.1 µM]	-0.6%	1%	-1%	-4%
COc1ccc2cc(C(=O)NCc3ccc4c(c3)CCN4C(=O)c3ccc(C)cc3)[nH]c2c1	.	.	?	.	-0.5%	4%	-3%	-2%
O=C(O)c1ccc2c(c1)C(=O)N(NC(=O)c1ccccc1)C2=O	3%	5%	2%	-6%[46.1 µM]	-1.1%	-2%	-4%	-13%
Nc1cc(Cl)ccc1N1C(=O)CCC1=O	-4%	3%	-14%	-12%	2.0%	-2%	-2%	-2%
O=C(Nc1ccc(Cl)cc1)/C(=C/c1ccc([N+](=O)[O-])cc1)c1nc2ccccc2s1	-2%	-3%	-25%	-46%	2.1%	?	-2%	3%
Cc1cc(NC(=O)c2ccc(S(=O)(=O)Nc3ccccc3)cc2)no1	1%	0%	-15%	-11%[46.1 µM]	-2.9%	0%	-4%	-15%
COc1ccc(OC)c(NC(=O)CCC(=O)Nc2nnc(C(F)(F)F)s2)c1	0%	0%	-5%	-7%[46.1 µM]	-1.6%	-5%	1%	-8%
CC(C)CC(=O)N1CCN(Cc2ccccc2[N+](=O)[O-])CC1	1%	2%	-2%	2%	-2.7%	0%	0%	5%
Cn1ccnc1C1CCCCN1Cc1nc(-c2ccc3c(c2)OCO3)no1 (stereo unspecified)	-6%	3%	-13%	4%	-9.7%	-15%	0%	-6%
O=C(c1cc2nc(C3CC3)cc(C(F)F)n2n1)N1CCOCC1	1%	-1%	0%	-5%[46.1 µM]	-1.1%	-4%	-8%	2%
CCNC(=O)c1ccc(-n2nc(C(F)(F)F)c3c2CCCC3)cc1	5%	3%	-5%	-9%[46.1 µM]	0.0%	-3%	-3%	-9%
CC1(C)CC2CC(C)(CN2C(=S)Nc2ccccc2)C1 (stereo unspecified)	-8%	-3%	-2%	-3%	2.6%	-2%	-3%	-4%
CN(CC(=O)N1CCCCCC1)S(=O)(=O)c1ccc(F)cc1	-2%	8%	18%	-15%	-1.5%	0%	0%[53 µM]	10%[53 µM]
Cc1oc(-c2cccc(Cl)c2)nc1CN1CCC(C(=O)NC(C)C)CC1	.	.	-9%	.	-1.1%	-7%	-5%	-6%
COc1ccccc1NC(=O)C(=O)N/N=C/c1ccc([N+](=O)[O-])s1	-3%	3%	-5%	-13%	-1.9%[10.1 µM]	10%	2%	4%
Cc1ccccc1CN1c2ccccc2-c2nc(SCC(=O)Nc3cc(F)ccc3F)ncc2S1(=O)=O	.	.	-26%	.	-4.6%	?	-4%	-1%
CC/C(=N\NC(=O)c1ccncc1)C12CC3CC(CC(C3)C1)C2	17%	-1%	-5%	-12%[46.1 µM]	0.8%	-4%	-2%	2%
O=C(Nc1ccc(F)cc1F)c1cc2ncc(Br)cn2n1	-23%	-1%	-1%	5%[46.1 µM]	-4.2%	3%	1%	6%
Cc1cccc(N2C(=O)CC(Cn3nc(C)cc3C)C2=O)c1 (stereo unspecified)	-3%	4%	2%	9%	0.2%	4%	-2%	4%
O=C(N/N=C/c1ccc2c(c1)OCO2)c1cc(-c2ccccc2)nc2ccccc12	-2%	4%	?	-22%	1.9%	-11%	0%	6%
CC(C)c1ccc(NC(=O)N2CCN(c3ccc(Cl)c(Cl)c3)CC2)cc1	.	.	?	.	-1.0%	?	3%	-5%
Cc1cccc(C)c1NC(=O)COc1cccc(/C=N/NC(=O)C(=O)NCc2ccccc2)c1	10%	2%	0%	-7%[46.1 µM]	1.4%	-6%	-3%	-3%
CCNC(=O)c1sc(-c2ccccc2)nc1C	-2%	1%	1%	1%[46.1 µM]	-0.7%	-1%	1%	3%
Cc1cc2c(OCC(O)CN3CCCC3)cccc2[nH]1 (stereo unspecified)	-1%	0%	-6%	0%	-0.4%	-3%	1%	-2%
COc1ccc(C(=O)c2sc3nc(-c4ccc(F)cc4)ccc3c2N)cc1	.	.	?	.	7.2%	-11%	-5%	16%
O=C(CSc1nc2ccc(Nc3nc(N4CCOCC4)nc(N4CCOCC4)n3)cc2s1)NCc1ccco1	9%	-9%	-26%	-44%	15%	10%	-1%	3%
O=C(CNC(=O)C1CCCCC1)OCC(=O)c1ccc(Cl)s1	4%	3%	-4%	-1%	-6.2%	-4%	-1%	4%
Cc1ccc(CNc2ncnc3c2c(-c2ccccc2)cn3-c2cccc(Cl)c2)cc1	.	.	-12%	.	2.7%	-9%	-1%	-9%
COc1ccc(S(=O)(=O)CCC(=O)N2CCN(c3ccccc3F)CC2)cc1	0%	5%	-27%	-3%	-0.3%	-1%	5%	3%
COc1ccc(C2CC(=O)Nc3c2c(=O)[nH]c2nc4ccccc4n32)cc1 (stereo unspecified)	.	.	-8%	.	-1.1%	-3%	2%	-3%
O=C(Nc1ccc(-c2cn3c(n2)SCC3)cc1)c1ccc2ccccc2n1	-2%	-16%	?	-11%	2.5%	3%	-6%	7%
O=C1N/C(=N/c2ccccn2)SC1Cc1ccccc1 (stereo unspecified)	-4%	0%	-1%	-6%[46.1 µM]	0.6%	-2%	2%	-6%
COc1ccc(-c2nc(C)c(CCNC(=O)c3ccccc3Br)s2)cc1OC	.	.	-15%	.	0.8%	-7%	3%	-5%
CCOc1ccc(NC(=O)CC2C(=O)N(c3ccc(C)cc3)C(=O)N2CCC2=CCCCC2)cc1 (stereo unspecified)	.	.	?	.	13%	-5%	-1%	-3%
O=c1c2oc3ccccc3c2[nH]c(=S)n1-c1ccc(F)cc1	7%	7%	-15%	10µM*	-3.3%	-5%	-2%	-5%
COc1ccc(CN2CC(C(=O)NCCCOC(C)C)CC2=O)cc1 (stereo unspecified)	-7%	4%	4%	-9%[46.1 µM]	0.4%	4%	-1%	-2%
CC(C)NC(=O)C(=O)N/N=C/c1ccco1	3%	-3%	-18%	-8%[46.1 µM]	-7.0%	-13%	0%	-3%
COc1ccc(CCNC(=O)CCS(=O)(=O)c2ccc(C)cc2)cc1OC	4%	6%	-4%	-7%[46.1 µM]	2.8%	-8%	-2%	-5%
CCOC(=O)C(Sc1ncn[nH]1)c1ccccc1 (stereo unspecified)	4%	14%	-3%	-1%[46.1 µM]	0.0%	-1%	-2%	-4%
Cc1nc(NC(=O)COc2ccccc2)sc1C(=O)Nc1cccc(Cl)c1	-9%	-3%	?	-8%[46.1 µM]	-0.4%	?	2%	2%
CCCCNC(=O)CCCn1c(=O)c2ccccc2n(CC(=O)Nc2ccccc2OCC)c1=O	.	.	-6%	.	-1.8%	-2%	-5%	9%
CCOc1ccc(/C(CC)=N/NC(=O)C2(C)CC2(Br)Br)cc1 (stereo unspecified)	-20%	-1%	-12%	-22%	1.1%	-4%	-5%	-3%
CC[C@H](C)[C@H](NC(=O)[C@H](CC(=O)O)NC(=O)[C@H](CC(C)C)NC(=O)[C@H](NC(C)=O)C(c1ccccc1)c1ccccc1)C(=O)N[C@H](C(=O)N[C@@H](Cc1c[nH]c2ccccc12)C(=O)O)[C@@H](C)CC	9%	6%	.	.	.	.	2%	0%
Cc1ccc(C(=O)c2c(NC(=O)c3ccccc3)sc(C)c2C)cc1	4%	-6%	-18%	-30%[46.1 µM]	-1.1%	?	1%	4%
CCOc1cc(NC(=S)NCC2CCCO2)c(OCC)cc1NC(=O)CC (stereo unspecified)	-3%	-3%	3%	10%	5.6%	0%	-1%	7%
O=C(NCCc1c[nH]c2ccccc12)C(=O)NCC1OCCN1S(=O)(=O)c1ccccc1 (stereo unspecified)	3%	-5%	?	1%	-0.1%	3%	2%	2%
COc1ccc(/C=N/NS(=O)(=O)c2ccc(NC(C)=O)cc2)cc1	1%	2%	8%	5%	-2.6%	8%	-4%	-2%
Cc1cccc(NC(=S)NN2CCN(C)CC2)c1C	4%	4%	-3%	7%[46.1 µM]	-4.0%	-8%	1%	-14%
O=C(CN1C(=O)CCc2cc(S(=O)(=O)N3CCCCC3)ccc21)NCc1ccc(Cl)cc1	.	.	-16%	.	-4.0%	-7%	-1%	-3%
CCn1c(-c2ccc(F)cc2)cnc1SCC(=O)N1CCCCC1C (stereo unspecified)	3%	4%	-10%	-11%[46.1 µM]	0.1%	3%	-6%	-7%
CC(=O)N1C(Nc2ccc(Cl)cc2)CCN1c1ccccc1 (stereo unspecified)	10%	1%	-3%	-12%[46.1 µM]	0.0%	10%	2%	-15%
CCOc1ccc(CNC(=S)NCc2ccc(OCC)cc2)cc1	-7%	-2%	-12%	1%	1.1%	1%	-23%	8%
CCOc1ccc(Br)cc1S(=O)(=O)NCCN(C)C	2%	5%	4%	-12%[46.1 µM]	-0.7%	5%	-2%	-8%
CCOC(=O)C1(C)/C(=N/Nc2ccc(Cl)cc2)C(=O)C(=O)N1c1ccccc1 (stereo unspecified)	-4%	-6%	-27%	-20%[46.1 µM]	-1.0%	?	-1%	-5%
COc1cccc(NC(=O)c2c(C)cc(C)cc2CC(C)(C)C(=O)O)c1	-4%	9%	-17%	-18%	1.1%	-2%	-1%	0%
CC1CCN(c2cc3c(cc2F)c(=O)c(S(=O)(=O)c2ccc(Cl)cc2)cn3C)CC1	.	.	-5%	.	-0.4%	-10%	-19%	2%

2 entries from above, set out differently:
| smiles | aGal spleen mod | CBFb-RUNX1 inh | Tau fluor counter | NPSR antag | Epigenetic derep | Tau FP inhib | TR SRC2 fluor cs | TRb-SRC2 inh |
| --- | --- | --- | --- | --- | --- | --- | --- | --- |
| Cc1cccc(NC(=S)NN2CCN(C)CC2)c1C | 4% | 4% | -3% | 7%[46.1 µM] | -4.0% | -8% | 1% | -14% |
| O=C(CN1C(=O)CCc2cc(S(=O)(=O)N3CCCCC3)ccc21)NCc1ccc(Cl)cc1 | . | . | -16% | . | -4.0% | -7% | -1% | -3% |

This is a subset; count on the stated rates, not on these rows.
